Screens from PubChem BioAssay.
RGS7-Gao reg = RGS7-Galphao binding modulators, primary screen, biochemical, multiplexed bead flow cytometry | Guanine nucleotide-binding protein G(o) subunit alpha (Homo sapiens), P09471 | actives lie on both sides | binding response (% of control), % at 10 µM | 0.35% of 220,000 active; in the data active means binding response below about 49% or above about 150%; inconclusive means no clear call, values can overlap the other calls; inactive means in between;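 further: fluorescent Galphao held in activated GDP-AlF4 state binding bead-coupled RGS7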
Mcl1 Bid PPI = Mcl-1/Bid binding inhibitors, primary screen, biochemical, TR-FRET, 1536-well | TR-FRET Mcl-1/Bid-Dy647 peptide binding | 0.97% of 220,000 active | Induced myeloid leukemia cell differentiation protein Mcl-1 (Homo sapiens), Q07820 | inhibition, % at 21.7 µM;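 active means compounds that cut the binding signal by more than half at the single screening dose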;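 further: His-tagged Mcl-1 with europium anti-His antibody binding Bid BH3 peptide; 0% = Mcl-1 plus peptide wells and 100% = peptide-only wells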
Target sequence (Q07820 whole entry, looked up): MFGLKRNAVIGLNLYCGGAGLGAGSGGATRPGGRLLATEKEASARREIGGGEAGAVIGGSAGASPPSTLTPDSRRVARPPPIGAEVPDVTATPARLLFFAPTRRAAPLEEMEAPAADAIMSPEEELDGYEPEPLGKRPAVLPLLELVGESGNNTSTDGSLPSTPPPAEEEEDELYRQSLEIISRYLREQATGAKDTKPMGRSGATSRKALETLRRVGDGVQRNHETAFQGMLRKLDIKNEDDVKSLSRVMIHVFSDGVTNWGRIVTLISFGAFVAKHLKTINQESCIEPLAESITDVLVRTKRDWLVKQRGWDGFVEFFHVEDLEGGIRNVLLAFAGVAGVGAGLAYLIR
Bfl-1 Bim block = inhibitors of Bim binding to Bfl-1, primary screen, biochemical, multiplexed, bead-based flow cytometry; Bim-Bfl-1 binding inhibition; Bcl-2-related protein A1 (Homo sapiens), Q16548; AID 1008, 2008; 0.12% of 190,000 active; inhibition, % at 10 µM;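 further: 0% = wells without compound plus tracer and 100% = blocker peptide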
Bim-Bcl-2 = inhibitors of Bim-Bcl-2 binding, primary screen, biochemical, multiplexed, human Bcl-2 family. Apoptosis regulator Bcl-2 (Homo sapiens), P10415. Bead-based flow cytometry, Bim peptide-Bcl-2 binding. AID 950, 2007. 0.06% of 190,000 active. inhibition, % at 10 µM; in the data active means inhibition above about 40%; inconclusive means no clear call, values can overlap the other calls;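 further: 0% = no compound wells with probe peptide and 100% = reference peptide inhibitor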
Target sequence (P10415 whole entry, looked up): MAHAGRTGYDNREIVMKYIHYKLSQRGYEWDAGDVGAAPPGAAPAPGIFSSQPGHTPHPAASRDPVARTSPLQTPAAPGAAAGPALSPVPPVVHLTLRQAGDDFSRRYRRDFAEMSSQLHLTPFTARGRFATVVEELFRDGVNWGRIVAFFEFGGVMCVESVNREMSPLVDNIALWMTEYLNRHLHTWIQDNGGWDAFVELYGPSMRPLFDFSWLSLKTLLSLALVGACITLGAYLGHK
Bim-Bcl-XL = inhibitors of Bim-Bcl-XL binding, primary screen, biochemical, multiplexed, bead flow cytometry, human Bcl-XL; Bcl-2-like protein 1 (Homo sapiens), Q07817; Bim peptide-Bcl-XL binding, fluorescence; 0.04% of 190,000 active; inhibition, % at 10 µM; AID 1007, 2008
Bim-Bcl-B = inhibitors of Bim-Bcl-B binding, primary screen, biochemical, multiplexed, human Bcl-2 family | Bcl-2-like protein 10 (Homo sapiens), Q9HD36 | bead-based flow cytometry, Bim peptide-Bcl-B binding | inhibition, % at 10 µM | 0.073% of 190,000 active | AID 951, 2007;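 further: 0% = tracer peptide without compound and 100% = reference inhibitor peptide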
RGS8-Gao reg = RGS8-Galphao binding modulators, primary screen, biochemical, multiplexed bead flow cytometry. Guanine nucleotide-binding protein G(o) subunit alpha (Homo sapiens), P09471. actives lie on both sides. response (percent of control binding), % at 10 µM. 0.34% of 220,000 active. AID 1423, 2008; in the data active means response below about 60% or above about 140%; inactive means in between;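 further: Galphao activated as the GDP aluminium fluoride complex binding bead-coupled RGS8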
Mcl1 Noxa PPI = Mcl-1/Noxa binding inhibitors, primary screen, biochemical, TR-FRET, 1536-well; Induced myeloid leukemia cell differentiation protein Mcl-1 (Homo sapiens), Q07820; 1.5% of 220,000 active; TR-FRET Mcl-1/Noxa peptide binding, 2 h; AID 1022, 2008; inhibition, % at 21.7 µM;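 active means compounds that cut the protein-peptide binding signal by more than 50% relative to plate controls in a single-dose test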;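 further: His-tagged Mcl-1 with rhodamine Noxa BH3 peptide and terbium anti-His antibody; 0% = Mcl-1 plus Noxa peptide wells and 100% = peptide-only wells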
Bcl-W Bim block = inhibitors of Bim binding to Bcl-W, primary screen, biochemical, multiplexed, bead-based flow cytometry; Bim peptide-Bcl-W binding; inhibition, % at 10 µM; Bcl-2-like protein 2 (Homo sapiens), Q92843; AID 952, 2007; 0.02% of 190,000 active;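 further: 0% = bound tracer without compound and 100% = peptide blocker; higher means less fluorescent Bim peptide bound to Bcl-W beads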
Target sequence (Q92843 whole entry, looked up): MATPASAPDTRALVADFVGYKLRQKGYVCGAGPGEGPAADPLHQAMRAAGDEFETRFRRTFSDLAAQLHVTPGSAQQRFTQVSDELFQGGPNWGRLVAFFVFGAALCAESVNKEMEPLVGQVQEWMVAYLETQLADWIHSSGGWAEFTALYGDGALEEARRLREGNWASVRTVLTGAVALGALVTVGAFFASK
RGS4-Gao reg = modulators of RGS4 binding to Galphao, primary screen, biochemical, multiplexed bead flow cytometry; binding response (% of control), % at 10 µM; Guanine nucleotide-binding protein G(o) subunit alpha (Homo sapiens), P09471; actives lie on both sides; 0.33% of 220,000 active; in the data active means binding response below about 49% or above about 150%; inactive means in between;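 further: fluorescent Galphao activated with aluminum fluoride binding bead-coupled RGS4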
Mcl-1 Bim block = inhibitors of Bim peptide binding to Mcl-1, primary screen, biochemical, bead-based flow cytometry, multiplex | inhibition, % at 10 µM | Induced myeloid leukemia cell differentiation protein Mcl-1 (Homo sapiens), Q07820 | AID 1009, 2008 | 0.1% of 190,000 active | Bim peptide-Mcl-1 binding;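 further: 0% = no compound tracer wells and 100% = peptide blocker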
* marks the source's active call; other numbers are inactive results; ? = inconclusive; . = no result given. Unless noted, no stated cut-off is given here; in the data, active means inhibition above about 40%.

Below each SMILES: Mcl-1 Bim block, Bim-Bcl-2, Bim-Bcl-XL, Bim-Bcl-B, RGS4-Gao reg, Mcl1 Bid PPI, RGS7-Gao reg, Mcl1 Noxa PPI, RGS8-Gao reg, Bcl-W Bim block, Bfl-1 Bim block
- CC(=O)Nc1nc2c(ncn2COCCOC(C)=O)c(=O)[nH]1
  -1, -4, -6, -8, 102, -19, 105, -6, 98, -1, -11
- CSc1nc(-c2ccccc2)c2cc(Cl)ccc2n1
  -1, -2, -4, -9, 99, -15, 99, 16, 100, -5, -9
- COc1cccc(C(=O)NNC(=O)CCc2ccccc2)c1
  -1, -2, -3, -3, 101, -23, 116, 2, 96, -1, -4
- O=C(NC(=S)Nc1cccc(CO)c1)c1ccc(-c2ccccc2)cc1
  -1, -4, -3, -6, 94, -21, 91, 29, 91, -3, -8
- CON/C=C(\C=Nc1ccccc1)c1ncc(C(F)(F)F)cc1Cl
  -4, -13, -11, -14, 100, -22, 96, -8, 98, -2, -12
- CCOC(=O)C(=O)Nc1ccccc1C(=O)Nc1ccc(OC)cc1
  -1, 1, 0, 6, 98, -14, 99, 7, 99, 0, -2
- O=C1CCCN1CCCN1C(=O)N[C@@H](Cc2ccccc2)C1=O
  -2, -1, -1, -2, 98, -6, 100, -4, 99, -2, -3
- O=C1CCc2cc(S(=O)(=O)N3CCCC3C(=O)NC3CCCCCCC3)ccc2N1 (configuration not stated)
  -1, -1, 0, -2, 104, -4, 102, 4, 101, 1, 0
- O=C(O)CSC(C(=O)Nc1ccc(C(F)(F)F)cc1)c1ccccc1 (configuration not stated)
  -2, -7, -4, -7, 103, 0, 101, 7, 102, -1, -12
- Nc1[nH]n(-c2ccccc2)c(=O)c1N=Nc1ccc2c(c1)OCCO2
  -2, -4, -4, -3, 102, -54, ?, 36, 101, -2, -5
- CCCCC(=O)Nc1ccc(C(=O)N(CC)c2ccccc2C)cc1
  0, -3, -1, -3, 96, -20, 89, -3, 99, 1, -2
- CC1=CC(C)(C)N(C)C(=O)N1c1ccc(Cl)cc1
  0, -3, -2, 0, 107, -52, 102, -9, 105, 0, -2
- O=C(N/N=C/c1cc([N+](=O)[O-])ccc1O)c1ccncc1
  ., ., ., ., 101, -74, ?, -48, 97, ., .
- O=C(c1ccccc1)C1CCN(c2ncccc2[N+](=O)[O-])CC1
  ., ., ., ., 103, -4, ?, -7, 102, ., .
- COc1ccc(NC(=O)C(CC(C)C)NC(=O)C2CCCCC2)c(OC)c1 (configuration not stated)
  1, -1, -1, 0, 108, -21, 106, 9, 102, -3, -4
- CC(C)OC(=O)C[N+](C)(C)CCN1C(=O)C2C(c3ccccc3)C=CC(c3ccccc3)C2C1=O (configuration not stated)
  1, -1, 0, -5, 107, -14, ?, 0, 104, 0, -4
- CCOC(=O)C(CC)(CC)/C(C)=N/NC(=O)CC#N
  0, -7, -4, -9, 102, -9, 104, 4, 102, 0, -10
- Cc1ccccc1-c1nc(Cc2ccccc2)no1
  4, -5, -1, -4, 79, -11, 82, 5, 88, 0, -9
- O=C(CSc1nnc(-c2ccccn2)n1Cc1ccco1)c1ccc(Cl)cc1
  -1, -9, -9, -6, 103, -10, 103, 4, 104, 0, -12
- CCN1C(=O)/C(=C2\SC(=S)N(CCCOC)C2=O)c2ccccc21
  1, -4, -1, -4, 104, -8, 100, 13, 99, -1, 0
- Nc1nonc1NN=C1CCCCC1
  ., ., ., ., 102, 8, ?, 17, 100, ., .
- NC(=O)[C@@H]1CCCNc2c(I)cc([N+](=O)[O-])cc2C(=O)N[C@@H](CCCN=C(N)N)C(=O)N[C@@H](CCCN=C(N)N)C(=O)N1
  -2, 0, -9, -7, 103, 0, 101, 31, 102, -6, 0
- COc1ccc(/C(C)=N/NC(=O)c2ccc(CSc3nncn3C)cc2)cc1
  0, -5, -2, -4, 100, -4, 98, -8, 100, -2, -5
- O=C(CCCNS(=O)(=O)c1cccc2nsnc12)N1CCCCC1
  2, -4, -5, -6, 94, -16, 95, 13, 97, 0, -9
- CC(=O)Nc1ccc(-n2c(C)nc(=O)c(-c3ccccc3)c2C)cc1
  -1, -3, -3, -2, 94, -19, 96, -2, 87, -4, -4
- Cc1ccn2c(C(=O)CSc3ccccc3Cl)c(C)nc2c1
  -4, -9, -3, -9, 96, 3, 97, -11, 97, -1, -15
- Cc1nn(-c2ccc(F)cc2)c(C)c1/C=C/C(=O)N1CCNC(=O)C1
  -1, -3, 0, -1, 97, -6, 98, 7, 99, 0, -4
- S=C(NCc1ccccn1)Nc1cccc(Cl)c1
  1, 0, 0, -4, 103, -36, 101, 11, 101, 1, -5
- O=C(NC(=S)Nc1ccc(N2CCOCC2)cc1)c1ccco1
  -3, 0, -2, -4, 101, -66, 100, 19, 100, 0, 1
- COc1ccc(OC)c(NC(=O)CCNS(=O)(=O)c2cccs2)c1
  0, -7, -1, -1, 101, -21, 99, 9, 101, -2, 0

Next section; it opens with the 3 that closed the last part.
Below each SMILES: Mcl-1 Bim block, Bim-Bcl-2, Bim-Bcl-XL, Bim-Bcl-B, RGS4-Gao reg, Mcl1 Bid PPI, RGS7-Gao reg, Mcl1 Noxa PPI, RGS8-Gao reg, Bcl-W Bim block, Bfl-1 Bim block
- S=C(NCc1ccccn1)Nc1cccc(Cl)c1
  1, 0, 0, -4, 103, -36, 101, 11, 101, 1, -5
- O=C(NC(=S)Nc1ccc(N2CCOCC2)cc1)c1ccco1
  -3, 0, -2, -4, 101, -66, 100, 19, 100, 0, 1
- COc1ccc(OC)c(NC(=O)CCNS(=O)(=O)c2cccs2)c1
  0, -7, -1, -1, 101, -21, 99, 9, 101, -2, 0
- COc1ccc(C2CC(c3ccccc3)=NN2C(=O)COC(=O)/C=C/c2ccc(O)c(OC)c2)cc1 (configuration not stated)
  ., ., ., ., 107, -74, ., -6, 104, ., .
- CCN1CCCC1CNC(=O)Cn1cnc2ccc(S(=O)(=O)N3CCC(C)CC3)cc2c1=O (configuration not stated)
  -6, -8, -9, -15, 100, -35, 101, -12, 101, -7, -18
- COc1ccc(/C=C(/NC(=O)c2ccco2)C(=O)N2CCc3ccccc32)cc1OC
  ., ., ., ., 96, 9, ?, 13, 99, ., .
- O=C(/C=C/c1ccc(O)cc1)c1c(O)cc(O)cc1O
  ., ., ., ., 102, -67, ?, 15, 105, ., .
- CN(C)c1cc(N/N=C/c2ccc(Cl)cc2)nc(N(C)C)n1
  -2, -5, -4, -5, 103, -50, 101, 4, 103, -3, -8
- C=CCSc1nnc2c(n1)OC=Nc1ccccc1-2
  2, 2, -2, -5, 103, -26, 101, 6, 103, -3, -11
- COc1ccccc1CN1CN(S(=O)(=O)c2ccccc2)c2nc3ccccc3nc21
  ., ., ., ., 98, 3, ?, -3, 103, ., .
- CSc1ccc(-c2c(C#N)c(N)nc3c2c(C)nn3-c2ccccc2)cc1
  1, 1, 0, 1, 91, -10, 94, -15, 98, 0, -1
- O=C(COC(=O)C1CCC(=O)N1)Nc1ccc(Cl)cc1Cl (configuration not stated)
  0, -8, -4, -11, 101, -4, 105, 29, 101, -4, -8
- Cc1ccc(N=N/C(=C\O)C(=O)c2ccc(Cl)cc2)cc1
  1, -2, -2, 0, 42*, -28, 45*, -8, 59*, -3, -2
- Cc1cc(C)c(S(=O)(=O)C(C)C)c(=O)[nH]1
  -1, 1, -2, 2, 100, -19, 96, 13, 100, 0, 5
- CCOC(=O)c1ccc(Nc2nc(=O)c3cccnc3s2)cc1
  0, -3, 0, -7, 102, -11, 100, 2, 99, 3, -8
- CCOCCCNC(=O)C(c1ccccc1)N(Cc1cccs1)C(=O)CNC(=O)c1ccccc1 (configuration not stated)
  -2, -5, -3, -3, 97, -11, 100, 20, 92, -1, 1
- CCc1c(C(=O)N2CCOCC2)csc1C
  -5, -5, -3, -4, 120, -14, 117, 16, 130, -3, -5
- COc1cccc(OCCSc2nc(C)c(Cc3ccccc3)c(=O)[nH]2)c1
  0, -1, -1, -6, 97, -13, 103, -2, 97, -2, -3
- Cc1ccc(-n2nnc3c(SCC(=O)NCC4CCCO4)ncnc32)cc1 (configuration not stated)
  -5, -12, -14, -10, 103, -5, 107, 6, 105, -4, -13
- Cc1nn(-c2cccc(Cl)c2)c2nc(-c3ccco3)cc(C(=O)O)c12
  ., 0, 1, 0, 103, ., 96, ., 101, 3, 10
- COC(=O)c1ccc(C(=O)OC)c(NC(=O)CN2CCN(c3ccccc3OC)CC2)c1
  0, 3, 5, 11, 105, -8, 104, -2, 111, 7, 8
- CCOC(=O)N1CCN(C(=O)/C(=C\c2cccs2)NC(=O)c2cccs2)CC1
  -5, -1, -2, -1, 95, -26, 98, 3, 100, -1, 0
- Cc1ccccc1OCC(=O)Nc1nnc(-c2ccncc2)s1
  ., ., ., ., 107, -5, ?, 5, 102, ., .
- Cc1oc2ncnc(N)c2c1C
  -3, -11, -5, -6, 100, -32, 96, 3, 102, -2, -16
- COc1ccccc1-n1c(SCC(=O)Nc2cccc(S(N)(=O)=O)c2)nc2ccccc2c1=O
  -6, 0, -2, -1, 100, -6, 103, 15, 98, -2, 4
